Screening results as filed in PubChem.
EBI2 block: blocks human EBI2 receptor beta-arrestin signaling. EBI2 beta-arrestin recruitment, luminescence, 7a,25-OHC stimulated. 0.81% of 360,000 active. AID 651636. inhibition, % at 5 µM. P32249; in the data active = inhibition above about 38%;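 also: enzyme fragment complementation signal reports receptor beta-arrestin coupling in cells; 0% = agonist plus DMSO wells and 100% = wells without agonist; some results beyond the cut were filed as inactive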
Target sequence (P32249 whole entry, looked up, the tested form may be a part): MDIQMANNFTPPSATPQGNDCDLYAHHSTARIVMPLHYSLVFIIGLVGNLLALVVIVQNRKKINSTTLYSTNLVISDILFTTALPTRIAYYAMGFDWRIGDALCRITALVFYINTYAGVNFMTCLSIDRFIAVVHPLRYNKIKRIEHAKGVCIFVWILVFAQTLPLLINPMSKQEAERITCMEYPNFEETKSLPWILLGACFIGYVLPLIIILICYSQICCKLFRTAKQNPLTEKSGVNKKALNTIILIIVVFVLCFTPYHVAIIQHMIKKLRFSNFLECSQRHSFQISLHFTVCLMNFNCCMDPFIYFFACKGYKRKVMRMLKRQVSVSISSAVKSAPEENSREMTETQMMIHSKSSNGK
Active calls of the source: *.

No.	Structure	EBI2 block
1	O=C(c1ccc(C(F)(F)F)cc1)N(CCCn1ccnc1)C(c1ccccn1)c1nc2ccccc2[nH]1 (stereo unspecified)	-14
2	CCOC(=O)C1CC(c2ccccc2)=NN1c1ccccc1 (stereo unspecified)	-5
3	COc1ccc(C(O)c2nc(-c3ccccc3)cs2)cc1 (stereo unspecified)	3
4	CC(=O)Nc1cccc(-c2ccnc3c2CC(C(=O)Nc2ccc4c(c2)OCO4)O3)c1 (stereo unspecified)	-35
5	O=C(Nc1ccc(F)cc1)C(CCc1ccccc1)N1CCN(c2cccc(C(F)(F)F)n2)CC1 (stereo unspecified)	2
6	O=C(NC1CCCC1)C1C(c2ccc(C(F)(F)F)cc2)=Nc2ccccc2N1C(=O)c1cccc(C(F)(F)F)c1 (stereo unspecified)	4
7	CC(C)[C@H](NC(=O)[C@@H]1Cc2c([nH]c3ccccc23)C2c3ccccc3C(=O)N21)C(=O)N1CCC[C@H]1C(=O)O (stereo partly specified)	3
8	CC(C)(C)Cc1c(-c2cccc(Br)c2)nc2ccc(Br)cn12	-5
9	C[C@H]1CN([C@@H](C)CO)C(=O)c2cc(-c3cccc(F)c3)cnc2O[C@@H]1CN(C)S(C)(=O)=O	-5
10	Cc1cc(OCC(=O)OC(C)C(=O)NC2CC2)c(C(C)C)cc1Cl (stereo unspecified)	7
11	CCC(=O)N1CCCC(C)(C(=O)Nc2ccc3oc(CC)nc3c2)C1 (stereo unspecified)	2
12	Cc1ccc2nc(C(C)(C)C)c(Cc3ccsc3)n2c1	12
13	CCc1nc2ccc(C(=O)N(C)Cc3ccco3)cn2c1N(CC)Cc1cccc(Br)c1	10
14	COc1cc(C=NNC(=S)Nc2ccc(S(=O)(=O)N3CCCCC3)cc2)cc(OC)c1OC	23
15	O=C(NCc1ccccc1CN1CCCC1)c1ccc(S(=O)(=O)Nc2ccccc2)cc1	6
16	O=C(Cc1cccs1)NCCS(=O)(=O)N1CCN(c2ccccc2)CC1	-16
17	CC(C)c1cc(Cn2c3ccccc3c(=O)n2C(C)Cn2cc(CCCC#N)nn2)on1 (stereo unspecified)	7
18	CC#CCN(Cc1ccco1)C(=O)C1CCC(=O)N(CCc2cccc(F)c2)C1 (stereo unspecified)	32
19	COC(=O)[C@@]12C[C@@H](CC(=O)N3CCC(c4ccccc4)CC3)C(=O)N(Cc3ccc4c(c3)OCO4)C1=CCC(C)(C)C2	21
20	CCCC(=O)N1CCCC1(C)C(=O)Nc1cc(C)ccc1C (stereo unspecified)	3
21	COC(=O)[C@]12CCCCC=C1N(Cc1ccc(Cl)cc1Cl)C(=O)[C@H](CC(=O)N1CCOCC1)C2	-1
22	CCOc1ccc(-n2c(=S)sc3c(=O)[nH]c(SCC(=O)NC4CCCCC4)nc32)cc1	0
23	CN(C)C(=O)c1cccc(-c2cnc3c(NC=O)cc(-c4ccc(C(=O)N5CCOCC5)cc4)cn23)c1	-3
24	CC(C)c1ccc(S(=O)(=O)N2CCN(C(=O)CCc3nc4ccccc4c(=O)[nH]3)CC2)cc1	-9
25	O=C(Nc1ccc(F)c(Cl)c1)c1cc(C2CCCN(S(=O)(=O)c3ccccc3)C2)on1 (stereo unspecified)	-3
26	CCCCc1c(Cc2cccc(F)c2)ncn1CCc1ccccc1OC	16
27	CC(C)C[C@H]1CN(CCCC[C@@H]2CNC(=O)C(=O)N2Cc2ccccc2)C(=O)C(=O)N1Cc1ccccc1	0
28	COc1cc(NC(=O)CCNC(=O)N2CC(=O)Nc3ccccc32)cc(OC)c1OC	-9
29	Cc1ccccc1NS(=O)(=O)c1ccc(C(=O)NCc2ccccc2CN2CCCC2)cc1	4
30	CCc1cc(=O)oc2cc(OC(C)C(=O)N3CC[C@@]4(O)CCCC[C@H]4C3)ccc12 (stereo partly specified)	-8
31	C[C@H]1CN([C@@H](C)CO)C(=O)c2cc(Br)cnc2O[C@@H]1CN(C)C(=O)CN(C)C	-1
32	COc1ccc(NC(=O)c2cc(-c3cc(F)ccc3OCC3CCCO3)n[nH]2)cc1OC (stereo unspecified)	10
33	c1cncc(CN2CCN(c3cc(-c4cnc5ccccc5c4)nc4ccnn34)CC2)c1	5
34	OC(c1ccccc1)c1nc(-c2ccc(Cl)cc2)cs1 (stereo unspecified)	18
35	COCCNC(=O)C1C(=O)Nc2ccccc2C(=O)N1Cc1ccccc1 (stereo unspecified)	0
36	Cc1c(NC(=O)COC(=O)c2ccccc2O)c(=O)n(-c2ccccc2)n1C	5
37	COc1cc(CNC(=O)Nc2nnc([C@H]3C[C@H](O)[C@@H](CO)O3)s2)cc(OC)c1OC	-7
38	Clc1ccc(-c2nc3ccc(Br)cn3c2Cc2ccsc2)cc1	-1
39	CC1Oc2ccc(C#N)cc2N(Cc2ccccc2OC(F)(F)F)C1=O (stereo unspecified)	9
40	COc1ccc2nc3n(c(=O)c2c1)-c1cc2ccccc2cc1C(=O)NC3Cc1ccccc1 (stereo unspecified)	41*
41	O=C(O)c1cccc2c1C(=O)c1cc([N+](=O)[O-])cc([N+](=O)[O-])c1-2	-25
42	CCCCN(C=O)c1c(CC)nc2ccc(C(=O)N3CCCCC3)cn12	-1
43	C[C@H](CO)N1C[C@H](C)[C@H](CN(C)S(=O)(=O)c2ccc(C#N)cc2)OCc2cnnn2CCCC1=O	-1
44	O=C(NC1CCCCC1)C1c2ccccc2OCC(=O)N1Cc1cccnc1 (stereo unspecified)	-5
45	COc1ccc(NC(=O)C2CC(=O)N(c3ccccc3F)C2)cc1S(=O)(=O)N1CCCCC1 (stereo unspecified)	2
46	CC1(C(=O)Nc2nccs2)CCN1C(=O)C1(c2ccccc2)CC1 (stereo unspecified)	6
47	O=C(c1ccccc1)c1sc(Nc2ccc3c(c2)OCO3)nc1-c1ccccc1	50*
48	Nc1nc2ccc(Cl)cc2cc1C(=O)NCc1ccc(Oc2ccccc2)cc1	-14
49	c1ccc2c(c1)nnn2Cn1nnc2ccccc21	-5
50	COc1ccc(CNCCCn2cnc3c(SC)ncnc32)cc1	-5
51	CC(C)C[C@H]1CNC(=O)C(=O)N1C[C@H]1CCCN1C[C@H](CC(C)C)N1C[C@H](CC(C)C)N(CCc2ccccc2)C(=O)C1=O	-5
52	Cc1c(Cl)cccc1NC(=O)CSc1nc(=O)n(CCCN2CCOCC2)c2c1CCCC2	-6
53	Cc1ccc(S(=O)(=O)N2CCOCC2)cc1NC(=O)Cn1nnc(-c2ccccc2)n1	-1
54	COc1ccc(CNC(=O)c2ccc(CS(=O)(=O)c3ccc(OC)cc3)o2)cc1	-4
55	COc1ccc(Cl)cc1CNC[C@H]1O[C@@H](n2cnc3c(=O)[nH]c(N)nc32)[C@H](O)[C@@H]1O	0
56	C=C(C)Cn1c2ccc(NC(=O)NCc3ccc(F)cc3)cc2c(=O)n1C	-11
57	COc1cccc(NC(=O)C2(C)CCN2Cc2ccc(SC)cc2)c1 (stereo unspecified)	1
58	CC(=O)NCCNC(=O)C1Cc2c(-c3ccc4c(c3)OCO4)ccnc2O1 (stereo unspecified)	-5
59	O=C(c1cc2ccccc2o1)N1CCN(Cc2nc3ccccc3s2)CC1	68*
60	Cn1ccc2c(-c3cccc4ccccc34)cc3c(c21)C1CCC3O1 (stereo unspecified)	0

The closing 4 entries of the section before are carried over, then new ones follow:
No.	Structure	EBI2 block
57	COc1cccc(NC(=O)C2(C)CCN2Cc2ccc(SC)cc2)c1 (stereo unspecified)	1
58	CC(=O)NCCNC(=O)C1Cc2c(-c3ccc4c(c3)OCO4)ccnc2O1 (stereo unspecified)	-5
59	O=C(c1cc2ccccc2o1)N1CCN(Cc2nc3ccccc3s2)CC1	68*
60	Cn1ccc2c(-c3cccc4ccccc34)cc3c(c21)C1CCC3O1 (stereo unspecified)	0
61	COc1cc(NC(=O)Nc2nnc([C@H]3C[C@H](O)[C@@H](CO)O3)s2)cc(OC)c1	1
62	C[C@@H]1CN([C@H](C)CO)C(=O)CCCn2nncc2CO[C@H]1CN(C)C(=O)c1ccc(N2CCN(C)CC2)cc1	-4
63	O=C(NCc1ccccc1)C(c1cc2ccccc2o1)n1c(=O)c(-c2ccco2)nc2ccccc21 (stereo unspecified)	-1
64	CC(=O)c1cccc(-c2ccnc3c2CC(C(=O)NCC2CC2)O3)c1 (stereo unspecified)	-6
65	CC1(C)CC(=O)C=C(c2n[nH]nc2C2CCCCC2)C1	-3
66	CCNC(=O)C1(C)CCCN(C(=O)c2c(C)noc2C)C1 (stereo unspecified)	-6
67	O=C1NC(=O)C2(CCCc3ccc([N+](=O)[O-])cc32)N1 (stereo unspecified)	3
68	O=C(O)c1ccc(C(S(=O)(=O)c2ccccc2)S(=O)(=O)c2ccccc2)cc1	-7
69	CC1N=C(SCC(=O)c2ccc(F)cc2)N2C(C)N=C(SCC(=O)c3ccc(F)cc3)N12 (stereo unspecified)	3
70	Cn1c(NCC2CCCCC2)nc2cc(-c3ccsc3)sc2c1=O	10
71	Cc1ccc(S(=O)(=O)N2C[C@H]3[C@H]4C(=O)N(c5ccccc5)C(=O)[C@H]4C[C@H](OC(=O)NC4CC4)[C@@]3(O)C2)cc1	2
72	COc1cc(/C=C/C(=O)O)cc(S(=O)(=O)Nc2cc(S(=O)(=O)N3CCCCC3)ccc2Cl)c1OC	-2
73	C[C@@H]1CCCCO[C@H](CN(C)C(=O)Nc2ccc(C(F)(F)F)cc2)[C@@H](C)CN([C@H](C)CO)C(=O)c2cc(NC(=O)c3ccncc3)ccc2O1	1
74	OCCCNc1ncnc2c1ncn2[C@H]1CN(Cc2cccs2)C[C@@H](CO)O1	-1
75	COCCNC(=O)C1CCCN(C(=O)c2ccc3c(c2)C(C)(C)CCC3(C)C)CC1 (stereo unspecified)	4
76	CCCCCC(=O)N1C[C@H](n2cc(COC(=O)c3ccccc3)nn2)[C@@H](O)C[C@@H]1c1ccc(Cl)cc1	15
77	Cc1cc2nc(NC(=O)C3(C)CCCN(C(C)C)C3)[nH]c2cc1C (stereo unspecified)	-1
78	CS(=O)(=O)Nc1ccc(Br)cc1	-6
79	CCN(CC)C(=O)C1=C(C)N(Cc2ccc(OC)cc2)C(=O)C(CC(=O)NCC2CCCCC2)C1 (stereo unspecified)	6
80	Cc1ccccc1S(=O)(=O)NC(=O)C1(C)CCN1C(=O)C1CCCCC1 (stereo unspecified)	2

Single values from the entries so far:
For EBI2 block, OCCCNc1ncnc2c1ncn2[C@H]1CN(Cc2cccs2)C[C@@H](CO)O1 shows -1
For EBI2 block, CC1(C)CC(=O)C=C(c2n[nH]nc2C2CCCCC2)C1 shows -3
For EBI2 block, O=C1NC(=O)C2(CCCc3ccc([N+](=O)[O-])cc32)N1 (stereo unspecified) shows 3
For EBI2 block, COc1cc(NC(=O)Nc2nnc([C@H]3C[C@H](O)[C@@H](CO)O3)s2)cc(OC)c1 shows 1
For EBI2 block, COCCNC(=O)C1CCCN(C(=O)c2ccc3c(c2)C(C)(C)CCC3(C)C)CC1 (stereo unspecified) shows 4
For EBI2 block, CCNC(=O)C1(C)CCCN(C(=O)c2c(C)noc2C)C1 (stereo unspecified) shows -6
For EBI2 block, CCCCCC(=O)N1C[C@H](n2cc(COC(=O)c3ccccc3)nn2)[C@@H](O)C[C@@H]1c1ccc(Cl)cc1 shows 15

New compounds follow:
No.	Structure	EBI2 block
81	CC(=O)Nc1ccc(CNc2nc(NCc3cccs3)nc3ccsc23)cc1	-1
82	CC1(C(=O)Nc2ccc(Cl)cc2)Cc2c(-c3cccc(C(N)=O)c3)ccnc2O1 (stereo unspecified)	6
83	CN(Cc1cn(Cc2ccccc2)nn1)C1CN(Cc2cn(Cc3ccccc3)nn2)S(=O)(=O)C1 (stereo unspecified)	-11
84	CC(CC(=O)Nc1ccc2c(c1)c(=O)n(C)n2Cc1ccc(Cl)cc1)C(F)(F)F (stereo unspecified)	-1
85	COc1ccc(NC(=O)N(C)C[C@@H]2OCc3cn(nn3)CCCC(=O)N([C@H](C)CO)C[C@H]2C)cc1	-13
86	CC1(C(=O)Nc2ccc3ccccc3c2)CCC(=O)N1CCOc1ccccc1 (stereo unspecified)	10
87	COc1ccccc1N1CCN(Cc2cc(=O)oc3ccccc23)CC1	0
88	COc1ccccc1Cc1c(-c2ccc(OC)c(OC)c2)nc2c3ccccc3ccn12	32
89	C[C@H](CO)N1C[C@H](C)[C@@H](CN(C)C(=O)c2ccccc2)OCc2cn(nn2)CCCC1=O	-6
90	COc1ccc2c(c1)CO[C@]21O[C@H](CCO)C[C@H](O)[C@H]1O	0
91	OC[C@@H]1CN(Cc2cccc(C(F)(F)F)c2)C[C@H](n2cnc3c(NCc4ccncc4)ncnc32)O1	1
92	Nc1nc(N2CCCCC2)c2ncn(C3OC(CO)C(O)C3O)c2n1 (stereo unspecified)	-1
93	CCOC(=O)C1(C)CCCCN1C(=O)c1cccc(Cl)c1 (stereo unspecified)	7
94	CC1(C(=O)NS(=O)(=O)c2ccccc2Cl)CCN1C(=O)C1(c2ccccc2)CCCC1 (stereo unspecified)	-4
95	Cc1cccc(NC(=O)Oc2ccc(Cl)c3cccnc23)c1	11
96	Cc1ccc([C@H]2C[C@@H](n3cc(C4CC4)nn3)[C@H](O)CN2CC2CCCCC2)cc1	10
97	Oc1cccc(-c2sc3ccccc3c2-c2ccc(OCCN3CCCCC3)cc2)c1	-9
98	CN1C2C=CC(=O)C1C1C(=O)N(c3ccccc3)C(=O)C12 (stereo unspecified)	-17
99	CC1(C(=O)NS(=O)(=O)c2ccccc2Cl)CCN1C(=O)Cc1cc(F)ccc1F (stereo unspecified)	-12
100	COC(=O)C[C@H]1C[C@H]2c3cc(NC(=O)Nc4ccc(F)cc4)ccc3O[C@H]2[C@@H](CO)O1	2
101	C[C@H](CO)N1C[C@H](C)[C@@H](CN(C)C(=O)CCC(F)(F)F)OCc2cnnn2CCCC1=O	-9
102	COC(=O)[C@@]1(Sc2ccc(C)cc2)CC(=O)N(C(=O)CCc2ccccc2)[C@@H]1c1ccccc1	39
103	CC(=O)c1cccc(-c2ccc3c(c2)C(C)(Cc2ccccc2C#N)C(=O)N3)c1 (stereo unspecified)	15
104	CCCCNC(=O)c1ccc2nc(CC)c(N(CCC(C)C)CCN(C)C)n2c1	-2
105	COc1cc(CN2C[C@@H](CO)O[C@@H](n3cnc4c(N5CCN(C)CC5)ncnc43)C2)cc(OC)c1OC	-8
106	CC1=C(C(=O)N2CCOCC2)CC(CC(=O)NCC2CCCCC2)C(=O)N1CCCN1CCCC1=O (stereo unspecified)	-16
107	CCNC(=O)C1(C)CCCN(Cc2csc(-c3ccccc3)n2)C1 (stereo unspecified)	-2

Only part of the results is shown; rates above refer to the full screens.
